Source: PubChem
TRPN1 ag = activates the zebrafish TRPN1 channel. HEK293 zebrafish TRPN1-YFP, Fluo-8 calcium fluorescence; 100% = response to 87 µM carbachol. activation, % at 3 µM. actives 0.18% (n = 220,000). AID 1424;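 active means activation above its plate's cutoff, the mean activation of test wells on that plate plus 3 SD, cut at about 19% in these data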;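 further: 0% = DMSO alone and 100% = 87 µM carbachol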
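Control set: carbachol 87 µM as high control, DMSO as low control; system: HEK293 stable line with zebrafish TRPN1-YFP; read-out: % activation versus carbachol response; detection: intracellular calcium fluorescence with Fluo-8; doses: single test compound dose, 3 µM nominal, 0.3% DMSO; schedule: dye 1 h 37 °C plus 30 min RT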
RBBP9 inhibitor = inhibitors of human serine hydrolase RBBP9 | O75884 | recombinant RBBP9, FP-Rh probe fluorescence polarization | inhibition, % at 7.94 µM | actives 0.2% (n = 220,000);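 active means inhibition above the campaign mean of all tested compounds plus 3 SD, cut at about 14% in these data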;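 further: plate controls were DMSO wells with RBBP9 for no effect and wells lacking RBBP9 protein for full effect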
Target sequence (O75884 whole entry, looked up): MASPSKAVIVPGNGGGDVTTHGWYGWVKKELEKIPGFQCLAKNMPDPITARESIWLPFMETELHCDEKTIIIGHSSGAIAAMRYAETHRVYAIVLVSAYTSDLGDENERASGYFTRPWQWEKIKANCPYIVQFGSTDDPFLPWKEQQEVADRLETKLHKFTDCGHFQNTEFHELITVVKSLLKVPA
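system = RBBP9 protein | input = RBBP9 at 2.5 µM in dispensed solution, before mixing | measured by = fluorescence polarization (mP), excitation 525 nm, emission 598 nm | incubation = enzyme-compound preincubation 30 min, then probe labeling 45 min, 25 °C | buffer or medium = Tris-NaCl-Pluronic buffer, pH 8.0 | compound = single dose 7.94 µM | also added = FP-Rh probe, 375 nM dispensing solution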
TRPML3 agonist = agonists of human TRPML3 channel | activation, % at 3 µM | Q8TDD5 | HEK293 TRPML3-YFP, Fluo-8 calcium fluorescence; 100% = the carbachol control signal | actives 0.29% (n = 220,000);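 active means activation above its plate's cutoff, the mean activation of the plate's test wells plus 3 SD, cut at about 12% in these data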;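 further: 0% = DMSO only wells and 100% = carbachol wells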
Target sequence (Q8TDD5 whole entry, looked up): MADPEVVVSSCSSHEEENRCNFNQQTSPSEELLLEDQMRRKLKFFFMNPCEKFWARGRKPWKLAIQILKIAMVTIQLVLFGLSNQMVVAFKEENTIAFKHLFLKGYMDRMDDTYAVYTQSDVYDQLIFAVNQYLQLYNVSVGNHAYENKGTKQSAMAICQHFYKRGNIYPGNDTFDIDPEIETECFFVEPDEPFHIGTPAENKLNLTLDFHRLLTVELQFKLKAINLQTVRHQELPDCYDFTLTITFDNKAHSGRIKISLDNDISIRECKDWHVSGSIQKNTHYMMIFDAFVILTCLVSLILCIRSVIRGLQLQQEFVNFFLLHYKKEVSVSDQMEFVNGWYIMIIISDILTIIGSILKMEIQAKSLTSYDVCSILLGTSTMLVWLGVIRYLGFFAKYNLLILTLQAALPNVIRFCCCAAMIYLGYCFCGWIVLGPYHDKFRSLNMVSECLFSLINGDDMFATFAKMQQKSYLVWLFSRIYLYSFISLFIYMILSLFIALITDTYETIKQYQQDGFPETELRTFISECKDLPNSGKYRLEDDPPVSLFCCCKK
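system = HEK293 cells stably carrying human TRPML3-YFP | doses = one concentration, 3 µM nominal, 0.3% DMSO | timing = dye loading 1 h 37 °C then 30 min ambient, 125 s read | detection = Fluo-8 calcium dye fluorescence, ex 470-495, em 515-575 nm | benchmarks = high control carbachol 87 µM, low control DMSO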
Wee1 stabilizer = human Wee1 degradation inhibition, primary screen. reporter increase, % at 5 µM. HeLa Luc-Wee1K328M stability, luciferase luminescence; 100% = proteasome inhibitor MG132 effect. actives 1.2% (n = 220,000). AID 1321. P30291;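 active means activation above the mean of all tested compounds plus 3 SD, set per screening run, cut at about 8.8% in these data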;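 further: cells exposed to compound for 20 h before luminescence read; 0% = DMSO alone and 100% = MG132 at 30 µM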
BaF3 parental = parental Ba/F3 viability inhibition as JAK2V617F counter-screen | CellTiter-Glo ATP luminescence | inhibition, % at 5.6 µM | actives 1.1% (n = 220,000);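 active means inhibition above a per-campaign cutoff, the mean inhibition of all tested compounds plus 3 SD, cut at about 27% in these data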;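 further: 0% = DMSO wells and 100% = JAK Inhibitor I control wells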
Ba/F3 V617F tox = reduce viability of Ba/F3 cells dependent on JAK2V617F. Ba/F3 EpoR-JAK2V617F viability, ATP luminescence. inhibition, % at 5.6 µM. actives 1.1% (n = 220,000). AID 1446;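 active means inhibition above the campaign mean plus 3 SD over all tested compounds, cut at about 24% in these data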;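 further: cytokine-independent growth of Ba/F3 cells driven by EpoR plus mutant JAK2; 0% = DMSO-treated cells and 100% = JAK inhibitor I control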
TNF death inh = TNF-alpha cell death inhibition in Jurkat FADD-/- cells. Jurkat FADD-/- TNF necroptosis rescue, ATP luminescence, 24 h; 0 = TNF only, 100 = no-TNF cells. activation (protection from cell death), % at 10 µM. actives 0.068% (n = 220,000);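 active means activation, meaning protection from cell death, of at least 50% relative to plate controls; inactive means activation below 50%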;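 further: necroptosis triggered by 40 ng/mL TNF-alpha added together with compound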
CHOP inhibitor = inhibitors of CHOP induction in ER stress response | CHO-K1 CHOP-promoter luciferase, tunicamycin-induced, 15-18 h | inhibition, % at 10 µM | actives 3.8% (n = 220,000);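 active means compounds that reduced the stress-induced luciferase reporter signal by more than about 70% of percent inhibition, limit read from the data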;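 further: 0% = tunicamycin plus vehicle and 100% = wells without tunicamycin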
PPC-1+TRAIL kill = compounds killing PPC-1 cancer cells with TRAIL present (potentiator screen, no TRAIL-free arm); PPC-1 cells + TRAIL, ATPLite viability luminescence; actives 0.41% (n = 220,000); cell killing (% activity), % at 4 µM; AID 1443;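 active means cell killing above 50% in the first pass at 4 µM, then a duplicate retest at 5 µM averaging 50% or more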;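 further: plate controls were cells with TRAIL plus DMSO for no effect and medium-only wells lacking cells for full effect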
* = called active by the depositor; / = not tested or not shown.

Results follow in this order: TRPN1 ag, RBBP9 inhibitor, TRPML3 agonist, Wee1 stabilizer, BaF3 parental, Ba/F3 V617F tox, TNF death inh, CHOP inhibitor, PPC-1+TRAIL kill
> CCCn1nnnc1NC(=O)COc1ccc(Cl)c(C)c1
    1.7, -4, 0.0, -2, 8, 6, 2.7, 20, 4
> CCOC(=O)/C=C1\SCC(=O)N1CC(=O)NC(c1ccccc1)c1ccccc1
    -1.0, -7, 0.8, 2, 5, 2, 0.0, 47, 17
> c1ccc(-c2ccccc2-c2nc(-c3cccnc3)no2)cc1
    -1.4, -7, 0.1, 2, 4, 0, 11, 53, -9
> Cc1cc(NS(=O)(=O)c2ccc(NC(=O)C(C)N3C(=O)c4ccccc4C3=O)cc2)nc(C)n1 (centres undefined)
    1.4, 6, 0.7, 0, 8, 0, -0.9, 52, 9
> Cc1cc(C)cc(NC(=O)C(OC(=O)c2cccs2)c2ccccc2)c1 (centres undefined)
    -0.2, -12, 0.1, -2, 8, 0, 2.9, 21, 1
> O=C(NC1CCCc2c1cnn2-c1ccc(F)cc1F)c1cnccn1 (centres undefined)
    5.9, -2, 2.9, -1, -2, -2, -1.0, 22, -2
> COc1ccc(CC(=O)Nc2ccc(S(=O)(=O)Nc3ncccn3)cc2)cc1OC
    1.8, -4, 0.7, -3, -1, -3, -1.9, -4, -18
> O=C(O)CCC(NC(=S)Nc1ccccc1)C(=O)O (centres undefined)
    2.7, -12, 0.4, 1, 3, 3, 1.6, 0, 6
> Cc1nnc2n(Cc3ccccc3)c(=O)c3c4c(sc3n12)COC(C(C)C)C4 (centres undefined)
    0.7, -1, -0.2, 0, 4, 0, -3.4, 56, 4
> COc1ccc(S(=O)(=O)c2nnn(-c3cccc(Cl)c3)c2N)cc1
    7.0, -3, 3.2, 1, 6, 0, 3.1, 17, -19
> COc1ccc(N2CS(=O)CC2=O)cc1 (centres undefined)
    -0.8, -2, 0.1, -2, 0, -5, 0.4, -2, 14
> CN1C(=O)c2cccc3c(S(=O)(=O)Nc4ccccn4)ccc1c23
    0.7, 5, 0.4, 1, 11, 2, -8.5, 3, 25
> COc1ccccc1N(CC(=O)NC1CCCCC1)C(=O)c1csnn1
    -0.2, -8, 0.3, -3, 2, -3, 0.0, 6, 26
> O=C(CN1CCCC1=O)NC1(C(F)(F)F)NC(=O)N(Cc2ccccc2)C1=O (centres undefined)
    2.8, 4, 0.8, 1, 2, -2, 0.3, -26, -12
> C/C(=N\NC(=O)CSCc1ccccc1Cl)c1cc(O)ccc1O
    1.2, -1, 0.0, -1, -3, 16, -4.8, 2, 11
> Cn1c(CNC2CCCCC2)nc2ccccc21
    1.4, -8, -0.2, 2, 2, 1, 0.3, -2, -6
> O=c1[nH]c(N2CCc3ccccc3C2)nc2c1CCCC2
    0.1, -2, 0.1, -1, 3, 5, -0.4, /, /
> Cc1ccccc1CS(=O)(=O)Cc1ccc(C(=O)NCc2ccco2)o1
    1.7, -6, 0.7, 0, 3, 0, 1.5, 45, 10
> NNC(=O)c1ccc2ccccc2n1
    1.2, -8, 0.6, -1, 3, -1, -1.6, -5, 6
> C#CCNC(=O)C1=C[C@@H](C2CCCCC2)[C@H](CCCO)[C@@H](OCC)O1
    0.0, -2, 0.0, -2, 2, 0, -0.4, 8, 19
> CCCCN(CC)S(=O)(=O)c1ccc(C(=O)N(CCCN(C)C)c2nc3cc(C)cc(C)c3s2)cc1
    0.5, -6, 1.7, 4, 10, 10, -6.7, 87*, 10
> COc1cc(C2C(C#N)=C(N)OC3=C2C(=O)CC(C)(C)C3)cc([N+](=O)[O-])c1O (centres undefined)
    -0.1, -5, 0.7, 9.7*, -3, 1, -0.7, 21, 12
> CCOc1cc(CNn2cnnc2)cc(Br)c1OCC(=O)NC1CCCCC1
    1.5, -7, -0.6, 1, 11, 2, -2.6, 13, 6
> O=C(CNCC1CCCCC1)Nc1ccc(N2CCCCC2)cc1
    1.6, -9, 1.7, -1, 7, 5, 2.4, 1, 18
> O=C(c1ccncc1)N1N=C2CCCCCC2C1(O)C(F)(F)F (centres undefined)
    1.1, -8, 0.7, 1, 10, 0, -0.4, -3, 12
> CCC(C)N(C(=O)COc1ccc(NC(C)=O)cc1)C1CCS(=O)(=O)C1 (centres undefined)
    -0.5, -5, -0.1, -2, -1, -5, 0.9, -5, 5
> CCCCCCNc1cc2n(c(=O)n1)CCc1cc(OC)c(OC)cc1-2
    0.6, -10, -0.2, -1, 4, -1, -6.5, 10, -3
> Clc1ccc(-c2cc(CSc3ccccc3)on2)cc1
    -0.6, -1, 0.3, 0, 3, -2, 3.8, 56, 19
> Cc1cc(NC(=O)CN2C(=O)NC(C)(c3ccc(OC(F)F)cc3)C2=O)no1 (centres undefined)
    15, -6, 7.3, 0, 4, -4, -0.7, 15, -1
> CCOc1cc(S(=O)(=O)NCCc2ccc(OC)c(OC)c2)c(OCC)cc1-n1cnnn1
    -1.4, -9, 0.3, 1, 7, 1, 1.4, 32, 11
> COc1ccc(C(c2nnnn2C(C)(C)C)N2CCN(c3nc4ccccc4s3)CC2)cc1 (centres undefined)
    2.0, -10, 0.2, -2, 10, 0, 6.5, 13, 16
> Cc1noc(C)c1COC(=O)/C=C/c1ccccc1Cl
    0.5, -5, -0.7, 0, 6, 1, -1.2, 18, 6
> CN(C(=O)c1ccc2c(c1)C(=O)N(CCC1=CCCCC1)C2=O)C1CCCCC1
    2.8, -7, 0.3, -2, -2, -1, 0.8, 99*, 7
> COc1ccc(NC(=O)c2cnc(C)cn2)c2ncccc12
    0.2, 0, 1.2, 4, 3, -4, -2.0, /, 7
> CC(=O)c1c(C)nc2ccccc2c1N
    0.2, -8, 0.1, -1, 5, 3, -0.7, 7, 29
> O=C(O)CCCNC(=O)/C(=C\C=C\c1ccccc1)NC(=O)c1ccccc1Cl
    0.8, -5, 1.0, -1, 3, 1, 1.8, 5, /
> CCOC(=O)Cc1csc(NC(=O)c2c(O)c3ccccc3n(CC(C)C)c2=O)n1
    -0.9, -4, 0.1, 1, 0, -4, 0.5, 85*, 8
> CCN(CC)C(=S)NC(=O)c1ccc(F)cc1
    0.2, -6, 0.2, 3, 2, -1, 0.3, -1, 18
> COc1ccc(NC2CC(=O)N(CCc3ccccc3)C2=O)cc1 (centres undefined)
    -1.1, -2, -0.5, -3, 5, -1, 0.6, 11, 15
> Cn1cc(Br)cc2nc(C(F)(F)F)nc1-2
    0.3, 3, 0.1, 1, 2, 0, -1.2, 40, -10
> O=C(O)Cc1ccc(NC(=O)C2CCCCC2C(=O)O)cc1 (centres undefined)
    -0.8, -8, 0.3, -1, -1, -4, 0.0, -14, 18
> CCC1CCc2c(sc(NC(C)=O)c2C#N)C1 (centres undefined)
    0.6, 3, 0.5, 2, 5, -1, -0.7, 34, 16
> CC(=O)N1N=C(c2ccc(C)o2)CC1c1cccc(F)c1 (centres undefined)
    -0.5, -1, -0.1, 5, 4, -3, 11, -24, -1
> S=C(NCCc1ccccn1)Nc1ccc(Cl)cc1
    0.8, 6, -0.2, -1, 6, 1, -3.7, -8, 1
> Cc1ccc(CSc2nc3nc(C)cc(C)c3c(=O)[nH]2)cc1
    0.8, -10, 0.7, -1, 4, 2, 0.5, 18, 0
> COc1ccccc1CN(CC(=O)NCc1ccco1)C(=O)CNS(=O)(=O)c1ccc(C)cc1
    -0.8, -5, -0.4, -1, 0, -5, -3.1, -7, -17
> CCOC(=O)c1c(C)n(OCc2ccccc2)c2ccc3nonc3c12
    2.0, -8, 0.1, -1, 3, 0, -0.2, 28, 13
> Cc1ccc(NC(=O)CCS(=O)(=O)c2cccc3nonc23)cc1
    -1.5, -4, 1.1, -2, 4, 1, 0.0, 13, 13
> O=C(COc1nncc2ccccc12)Nc1ccc(F)c(F)c1
    0.1, -4, 0.2, 0, 4, -1, 3.3, -3, -12
> O=C(Nc1ccccn1)c1ccc([N+](=O)[O-])cc1Cl
    -0.2, -9, 1.4, 0, 4, -4, 3.3, 10, 10
> O=C(N/N=C/c1ccc2c(c1)OCO2)C(=O)Nc1ccc2ccccc2c1
    1.4, -8, 0.9, -1, 2, 5, -0.2, -13, 22
> CC(C)(CO)NC(=O)CC1C(=O)NCCN1Cc1ccc(-c2ccccc2)cc1 (centres undefined)
    0.1, 5, 0.9, -1, -1, -4, 1.6, 0, 0
> O=C(N/N=C/c1ccc([N+](=O)[O-])o1)c1ccncc1
    0.8, -1, 0.2, 3, 3, 1, 0.5, -1, 9
> CCN(CC)CCCN(C(=O)c1cccs1)c1nc(-c2ccc(OC)cc2)cs1
    0.5, -7, 0.5, -3, 8, -1, -4.0, -4, -5
> O=c1cc(O)nc[nH]1
    2.1, -8, 0.8, 2, -4, -7, 4.4, 1, -6
> CSc1ccc(Cl)c(C(=O)NCCOc2cc(C)ccc2C(C)C)c1
    -0.2, -8, 0.1, 1, 4, 1, -3.4, 43, -13
> CCn1c(SCC(=O)Nc2nc3ccc(C)cc3s2)nc2c(c1=O)SC(C)C2 (centres undefined)
    0.3, 4, 0.1, -2, 5, 1, 1.1, 67, -14
> CC(C)c1ccc(/C=C/C(=O)O)cc1
    1.3, 0, 0.7, 0, 0, -5, 1.1, 8, 13
> CCC(CC)C(=O)N(c1ccc(F)cc1)C1C=CS(=O)(=O)C1 (centres undefined)
    1.4, 1, 0.6, -2, 0, 3, 0.1, 10, 23
> CC1(C)CC(=O)C(Br)=C(O)C1
    0.2, -10, 0.9, -1, 5, 1, -0.6, 19, 6

Next records
Results follow in this order: TRPN1 ag, RBBP9 inhibitor, TRPML3 agonist, Wee1 stabilizer, BaF3 parental, Ba/F3 V617F tox, TNF death inh, CHOP inhibitor, PPC-1+TRAIL kill
> Cn1c(=O)c2c(nc(CN3CCN(C(=O)c4ccco4)CC3)n2CCCc2ccccc2)n(C)c1=O
    1.7, 3, 0.2, 0, 3, -2, -2.9, 8, -6
> Cc1ccccc1-c1nc(CN2CCCC(C(=O)NCCCN3CCOCC3)C2)c(C)o1 (centres undefined)
    -0.9, -4, -0.1, -1, 5, 0, -0.1, 7, 2
> COc1cc(/C=N/NC(=O)C(C)n2nnc3ccccc32)ccc1O (centres undefined)
    -1.0, -7, -0.4, -1, 7, 1, -3.0, 13, 20
> CCn1c(CNc2ccc(C)cc2)nnc1SCC(N)=O
    0.6, 0, 0.3, -1, -2, -1, -1.1, -18, 22
> Cn1c(SCC(N)=O)nnc1C1CCN(S(=O)(=O)c2ccccc2C(F)(F)F)CC1
    0.6, -2, 0.6, 3, -2, -4, -0.5, 14, 2
> CCc1ccc(NC(=O)CSc2ccccn2)cc1
    -0.9, -8, -0.8, 2, 4, 2, 0.2, -8, 17
> COC(=O)[C@H]1C[C@@H]1[C@H](NC(=O)c1ccccc1)c1ccccc1
    -1.3, -9, 0.3, -3, -2, -4, 0.8, 4, 28
